Bioassay records deposited in PubChem BioAssay by several laboratories.
OXTR ag: activates the human oxytocin receptor; P30559; CHO-OTR cells, Fluo-8 calcium fluorescence; normalized: DMSO 0%, oxytocin 100%; activation, % at 3 µM; hit rate 0.32% among 320,000; AID 2435;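 active means activation above the mean of all tested compounds plus 3 SD, cutoff set per screening run, cut at about 20% in these data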;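 further: peak over basal fluorescence ratio from a 100 s FLIPR kinetic read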
Target sequence (P30559 whole entry, looked up): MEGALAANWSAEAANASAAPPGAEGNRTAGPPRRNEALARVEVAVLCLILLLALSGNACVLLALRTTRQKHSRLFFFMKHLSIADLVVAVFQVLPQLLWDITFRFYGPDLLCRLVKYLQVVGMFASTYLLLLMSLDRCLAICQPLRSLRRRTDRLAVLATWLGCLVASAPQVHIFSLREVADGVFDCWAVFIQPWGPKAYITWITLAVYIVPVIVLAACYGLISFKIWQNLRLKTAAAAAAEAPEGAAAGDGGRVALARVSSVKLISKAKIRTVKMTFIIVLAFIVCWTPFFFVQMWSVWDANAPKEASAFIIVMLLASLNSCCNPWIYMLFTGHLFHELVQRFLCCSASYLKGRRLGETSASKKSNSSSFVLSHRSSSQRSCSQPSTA
MEKK3 PB1 HTS: modulators (inhibitors or enhancers) of MEK5 binding to human MEKK3 PB1 domain; bead-based flow cytometry, Alexa488-MEK5 binding to MEKK3; actives lie on both sides; 0 = blocked by unlabeled MEK5, 100 = vehicle; hit rate 1.4% among 290,000; AID 1529; Q99759; binding response (% of control), % at 10 µM;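 active means binding response more than 3 SD above or below the average of its plate-row segment, actives on both sides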;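 further: Alexa488 bead fluorescence after subtracting the streptavidin-only scavenger bead signal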
M18AAP inhibitor: PfM18AAP enzyme inhibition | inhibition, % at 7.35 µM | hit rate 1.2% among 290,000 | recombinant PfM18AAP, H-Glu-NHMec fluorogenic cleavage;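 active means inhibition above the campaign mean inhibition over all tested compounds plus 3 SD, cut at about 28% in these data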;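 further: 0% = plate median of test compound wells and 100% = 2 mM ZnCl2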
PHOSPHO1 inh: PHOSPHO1 (human) inhibition; Q8TCT1; recombinant PHOSPHO1, absorbance phosphatase assay; inhibition, % at 13.3 µM; hit rate 1.1% among 290,000; AID 1565; in the data active means inhibition above about 60%
Target sequence (Q8TCT1 whole entry, looked up): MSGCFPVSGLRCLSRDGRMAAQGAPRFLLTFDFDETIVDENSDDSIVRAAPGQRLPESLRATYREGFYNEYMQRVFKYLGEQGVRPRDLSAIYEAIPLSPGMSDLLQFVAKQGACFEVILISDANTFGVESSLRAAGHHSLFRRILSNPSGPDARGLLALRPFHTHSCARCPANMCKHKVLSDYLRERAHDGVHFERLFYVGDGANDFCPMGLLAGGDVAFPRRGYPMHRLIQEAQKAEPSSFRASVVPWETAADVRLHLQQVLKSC
MEKK2 mut-MEK5: signal of MEK5 binding to mutant human MEKK2 PB1 domain; bead flow cytometry, Alexa488-MEK5 binding to MEKK2 mutant; percent response, % at 10 µM; hit rate 0.35% among 290,000; in the data active means percent response above about 24%, passing the limit was not always enough; further: inactives centre near 1; some results filed as inactive read as strong as hits; reference of the scale not given here
DNA FID counter: counter-screen for HCV NS3 helicase inhibitors: DNA intercalator displacement | hit rate 0.17% among 290,000 | AID 1845 | inhibition, % at 7.9 µM | DNA fluorescent intercalator displacement, fluorescence; in the data active means inhibition above about 37%;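 further: 0% = vehicle and 100% = reference compound; higher means more ethidium bromide displaced from hairpin DNA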
GPR7 antagonist: human neuropeptides B/W receptor 1 antagonism; inhibition, % at 4.4 µM; GPR7-expressing cells, fluorescence antagonist assay; P48145; hit rate 1.1% among 290,000; in the data active means inhibition above about 16%, passing the limit was not always enough;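 further: cells stimulated with the agonist NPW; 0% = agonist with vehicle and 100% = vehicle without agonist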
Target sequence (P48145 whole entry, looked up): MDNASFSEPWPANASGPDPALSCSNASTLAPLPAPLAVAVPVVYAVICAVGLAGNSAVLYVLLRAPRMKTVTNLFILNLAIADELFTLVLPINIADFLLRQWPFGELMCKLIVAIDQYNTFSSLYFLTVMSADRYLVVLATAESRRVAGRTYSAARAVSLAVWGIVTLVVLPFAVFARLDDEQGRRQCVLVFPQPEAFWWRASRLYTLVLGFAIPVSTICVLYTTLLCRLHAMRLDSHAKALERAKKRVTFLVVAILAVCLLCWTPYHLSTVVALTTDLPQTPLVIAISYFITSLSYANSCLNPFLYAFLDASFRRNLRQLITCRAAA
MEKK2wt PB1 HTS: raises or lowers MEK5 binding to wildtype human MEKK2 PB1 domain; Q9Y2U5; bead flow cytometry, Alexa488-MEK5 binding to MEKK2 WT; actives lie on both sides; binding response (% of control), % at 10 µM; hit rate 1.1% among 290,000; AID 1531; in the data active means binding response below about 67% or above about 130%
NALP1 yeast inh: inhibitors of NALP1 inflammasome in yeast; S. cerevisiae NALP1/ASC/caspase-1 growth, X-gal OD620, 72 h; inhibition, % at 10 µM; hit rate 0.61% among 280,000; AID 2071; in the data active means inhibition mostly above about 24%, no sharp cut-off; inactive means mostly below about 32%; further: some compounds called inactive have numbers as strong as hits
An asterisk follows results filed as active; / = not tested or not shown.

SMILES	OXTR ag	MEKK3 PB1 HTS	M18AAP inhibitor	PHOSPHO1 inh	MEKK2 mut-MEK5	DNA FID counter	GPR7 antagonist	MEKK2wt PB1 HTS	NALP1 yeast inh
CC1=C(C(=O)Nc2ccccc2C)C(c2ccc(C)o2)n2c(s/c(=C/c3ccccc3)c2=O)=N1 (stereo not given)	-0.5	102	5	5	3	-15	5	104	-7
CCOC(=O)c1c(N)sc2c1CCN(CCc1ccccc1)C2	-0.3	99	29*	3	1	2	-3	103	18
CC(=O)N1c2ccc(S(=O)(=O)N3CCCC(C(=O)Nc4ccc(F)cc4)C3)cc2CC1C (stereo not given)	11	103	4	36	6	-41	-9	103	14
Cn1c(SCC(=O)Nc2cccc(Br)c2)nnc1-c1cc2ccccc2o1	-0.6	99	4	26	-2	0	-12	90	33
C=C(C)c1ccc(C(C)(C)NC(=O)N(Cc2ccccc2)Cc2ccco2)cc1	0.7	99	-1	11	3	-4	-9	95	23
COc1ccc(/C=N/NC(=O)Nc2nonc2N)cc1	-0.5	110	8	-10	6	-1	-5	103	2
COc1ccc(/C(C)=N/Nc2ccc(C(=O)O)cc2)cc1OC	-0.4	97	29*	28	0	-7	-12	102	18
CCN1CCN(C(=O)C2CC(c3ccc(F)cc3)=NO2)CC1 (stereo not given)	-0.1	102	10	6	7	-2	-5	105	/
O=C1/C(=C/c2cccnc2)Sc2ccccc21	-1.0	102	15	4	1	-7	6	104	-2
Cc1ccccc1NC(=O)Nc1ccccc1N1CCCCC1	-3.5	94	-14	24	-5	-13	-3	87	3
Cc1cccc2cc(CN(CC(C)C)S(=O)(=O)c3ccccc3)c(=O)[nH]c12	-2.4	104	-4	38	9	-40	3	107	-13
O=C(NCCN1C(=O)CSC1=O)C1CC(=O)N(c2ccccc2)C1 (stereo not given)	0.6	64	6	12	-17	0	16	71	13
O=C(O)c1cccnc1SCC(=O)N1CCCCCC1	1.1	108	8	-4	8	-2	-10	108	-20
CCCn1nnc(NC(=O)COc2ccccc2Cl)n1	-1.4	105	1	-4	2	-2	-3	106	/
O=C(C(c1ccccc1)c1ccccc1)N1CCN(Cc2ccco2)CC1	-0.9	110	3	-6	2	-22	-5	102	25
Cc1ccc2nc(SCC(=O)Nc3cc(C)on3)[nH]c2c1	-0.6	102	-6	7	4	-14	-1	104	34
N#CCSc1nnc2ccc3ccccc3n12	-0.8	110	4	-3	18	4	-5	110	10
O=C1C2ON(c3ccccc3)C(c3ccccn3)C2C(=O)N1c1ccc(Br)cc1 (stereo not given)	-1.3	92	1	7	-14	-31	-2	92	13
O=c1[nH]c2ccccc2c2nc3ccccn3c12	0.5	106	0	-4	0	2	-14	101	14
COc1ccc(NC(=O)COC(=O)c2ccc(Br)o2)cc1OC	0.8	/	-6	-2	/	3	3	/	12
COc1ccc(C2C(C(=O)c3ccco3)=C(O)C(=O)N2CC2CCCO2)cc1OC (stereo not given)	2.6	101	2	28	2	-7	-11	103	5
CCC(O)C1CCN(Cc2cn(Cc3ccccc3)nc2-c2cc3ccccc3o2)CC1 (stereo not given)	13	100	-6	22	5	35	21	126	3
Cc1ccc(NC(=S)N2CCC(NC(=O)c3ccc(F)cc3)CC2)cc1	-0.5	102	1	19	4	-8	-8	106	26
COc1cccc(C(CC(=O)NCc2ccco2)NS(=O)(=O)c2ccc(C)cc2)c1OC (stereo not given)	-2.4	88	12	-24	-4	-21	-5	97	23

Quoted at random: 2 entries already listed
SMILES	OXTR ag	MEKK3 PB1 HTS	M18AAP inhibitor	PHOSPHO1 inh	MEKK2 mut-MEK5	DNA FID counter	GPR7 antagonist	MEKK2wt PB1 HTS	NALP1 yeast inh
CCCn1nnc(NC(=O)COc2ccccc2Cl)n1	-1.4	105	1	-4	2	-2	-3	106	/
Cc1ccc2nc(SCC(=O)Nc3cc(C)on3)[nH]c2c1	-0.6	102	-6	7	4	-14	-1	104	34

Exported as a markdown table: part of the list above.
| compound | OXTR ag | MEKK3 PB1 HTS | M18AAP inhibitor | PHOSPHO1 inh | MEKK2 mut-MEK5 | DNA FID counter | GPR7 antagonist | MEKK2wt PB1 HTS | NALP1 yeast inh |
| --- | --- | --- | --- | --- | --- | --- | --- | --- | --- |
| Cc1ccc2nc(SCC(=O)Nc3cc(C)on3)[nH]c2c1 | -0.6 | 102 | -6 | 7 | 4 | -14 | -1 | 104 | 34 |
| N#CCSc1nnc2ccc3ccccc3n12 | -0.8 | 110 | 4 | -3 | 18 | 4 | -5 | 110 | 10 |
| O=C1C2ON(c3ccccc3)C(c3ccccn3)C2C(=O)N1c1ccc(Br)cc1 (stereo not given) | -1.3 | 92 | 1 | 7 | -14 | -31 | -2 | 92 | 13 |
| O=c1[nH]c2ccccc2c2nc3ccccn3c12 | 0.5 | 106 | 0 | -4 | 0 | 2 | -14 | 101 | 14 |
| COc1ccc(NC(=O)COC(=O)c2ccc(Br)o2)cc1OC | 0.8 | / | -6 | -2 | / | 3 | 3 | / | 12 |
| COc1ccc(C2C(C(=O)c3ccco3)=C(O)C(=O)N2CC2CCCO2)cc1OC (stereo not given) | 2.6 | 101 | 2 | 28 | 2 | -7 | -11 | 103 | 5 |
| CCC(O)C1CCN(Cc2cn(Cc3ccccc3)nc2-c2cc3ccccc3o2)CC1 (stereo not given) | 13 | 100 | -6 | 22 | 5 | 35 | 21 | 126 | 3 |

Other compounds:
SMILES	OXTR ag	MEKK3 PB1 HTS	M18AAP inhibitor	PHOSPHO1 inh	MEKK2 mut-MEK5	DNA FID counter	GPR7 antagonist	MEKK2wt PB1 HTS	NALP1 yeast inh
O=C(CNCc1ccccc1)Nc1ccc(F)cc1	-0.5	98	2	18	2	-3	-4	103	22
O=S1(=O)CCOC[C@H](CC2CCCCC2)N1Cc1ccc(Cl)cc1	-1.4	102	6	-7	-5	-21	-16	97	10
O=C(CCn1c(=O)c2ccccc2n(Cc2cccnc2)c1=O)NCc1ccc2c(c1)OCO2	-1.2	101	-5	-10	0	-17	-9	100	-5
Cc1ccc(C2C(C(=O)c3cc4ccccc4o3)=C(O)C(=O)N2CCN2CCOCC2)o1 (stereo not given)	-0.2	98	1	10	-2	-11	-13	96	26
S=c1[nH]c(-c2ccccc2)cn1/N=C/c1cccc2ccccc12	-1.6	95	25	-90	-46	-1	5	83	2
CCC(Br)C(=O)Nc1ccc(OC)cc1 (stereo not given)	0.1	104	-2	-1	10	3	-6	106	-3
NC(=S)Nc1nc2ccccc2[nH]c1=O	0.1	/	13	66*	/	-1	-1	/	-3
Cc1ccc(C(=O)N2CCN(c3ccc(NC(=O)c4cccnc4Cl)cc3)CC2)cc1	1.3	99	1	22	-4	-37	4	92	18
COc1ccccc1NC(=O)CC1SC(=N)N(c2ccccc2)C1=O (stereo not given)	0.7	103	-14	23	3	-14	-6	104	3
O=C(NCc1ccccc1Cl)c1cc2c(s1)CS(=O)(=O)C2	0.7	104	-1	15	5	-7	-9	101	19
CC(C)c1ccc(/C=N/NC(=O)c2cc(-c3cccc([N+](=O)[O-])c3)n[nH]2)cc1	-0.3	90	-15	12	-21	-1	-10	89	19
COc1ccc(CNC(=O)C(C#N)c2nc3ccccc3nc2N2CCN(C)CC2)cc1 (stereo not given)	4.3	106	-32	-51	8	10	-9	122	11
CC(NC(=O)c1ccco1)c1nc(-c2ccccc2)no1 (stereo not given)	1.1	100	-17	31	6	-5	5	105	9
CCc1ccc(NC(=O)N(CCOC)C2CCN(C(C)=O)CC2)cc1	-0.2	94	-4	-29	-2	-7	-3	104	-7
COC(=O)c1ccc2c(c1)C(C)(C)C(/C=C/c1ccc(OC)c(OC)c1OC)=[N+]2C	4.3	106	1	-71	4	-37	3	107	5
O=C(c1ccccc1)N1CCN(CC(O)Cn2ccc3ccccc32)CC1 (stereo not given)	0.2	118	4	66*	23	-12	-8	119	/
C[n+]1ccccc1Nc1cc([N+](=O)[O-])ccc1N	0.8	103	-1	-19	3	3	2	108	0
C=CCc1cccc2cc(NC(C)=O)c(=O)oc12	1.1	102	-2	-1	3	1	-1	107	3
Cn1c(C(=O)NCc2ccc3c(c2)OCO3)cc2sccc21	1.1	104	-4	4	3	-8	6	99	-1
CC(=O)Oc1ccc(-c2ccc(C(=O)OCC(=O)N(C)CC(=O)Nc3ccccc3Cl)cc2)cc1	11	108	4	51	9	-30	-4	112	4
O=[N+]([O-])c1ccc(S(=O)(=O)Nc2ncccn2)cc1	0.1	98	-7	28	0	4	12	100	22
CCCCOC(=O)c1cc(C)nc2ccc(Br)cc12	-0.7	108	1	-22	4	1	6	103	12
O=C(c1ccc(-c2cccc(Cl)c2)o1)N1CCN(c2ccc([N+](=O)[O-])cc2)CC1	1.1	101	-9	-6	3	0	1	110	23
Cc1occc1C(=O)NC1CCCc2ccccc21 (stereo not given)	-1.2	99	-8	33	2	-4	-3	100	27
CC(=O)c1csc(-c2ccccc2)n1	-1.2	105	-1	47	10	-3	-4	111	15
CC(C(=O)N1CCCCCC1)N(c1ccc(Cl)cc1)S(C)(=O)=O (stereo not given)	-2.0	107	-6	/	3	-12	-13	105	-7
CCOC(=O)C1=C(C)Nc2sc(C(=O)c3ccc(OC)cc3)c(N)c2C1c1ccc(C(=O)OC)cc1 (stereo not given)	0.2	121	3	0	0	-5	-1	98	21
CC/C(C)=N\NC(=O)CNC(=O)c1ccc(Cl)cc1Cl	-2.0	106	3	-2	-1	-10	-5	114	27
O=C(N=Nc1c(O)[nH]c2ccccc12)c1ccccc1NS(=O)(=O)c1cccs1	0.3	99	0	4	1	-2	0	99	22
Brc1ccc2ncnc(NCc3ccco3)c2c1	14	105	1	13	-3	1	-11	102	-8
CCN(CC)CCNC(=O)CCn1c(=S)[nH]c2cc3c(cc2c1=O)OCO3	0.7	100	-8	54	-1	24	-8	92	/
Cn1cnc([N+](=O)[O-])c1SCC(=O)NN	0.7	118	7	-132	17	-1	1	115	/
COc1ccccc1CNS(=O)(=O)CC12CCC(CC1=O)C2(C)C (stereo not given)	-0.6	100	7	31	2	-25	3	104	-13
Cc1cc2c(NCc3ccccc3)ncnc2s1	15	102	-2	-24	5	-8	-6	106	12
Cc1ccccc1OCC(O)Cn1c(NCc2ccccc2)nc2c1c(=O)[nH]c(=O)n2C (stereo not given)	2.7	98	-1	43	-1	-4	3	99	14
C=C(C)CN1C(=O)C2(OCCO2)c2ccccc21	-0.9	98	-9	37	1	-7	29	104	25
O=C(C1COc2ccccc2O1)N1CCN(c2ccccc2)CC1 (stereo not given)	5.4	109	-13	0	8	-20	2	107	-7
CCOC(=O)CSc1ncnc2c1cnn2-c1ccc(C)cc1	-1.6	101	-1	7	15	-2	0	105	-10
CC(C)c1ccc(NC(=O)CCC(=O)NCc2ccco2)cc1	-0.9	98	-2	/	1	-22	15	98	7
